# m5-HT2A agonist = mouse HTR2A agonism via beta-arrestin recruitment; AID 624169; P35363; CHO-K1 mHTR2A beta-arrestin complementation, luminescence; percent of 30 µM serotonin response; 360,000 compounds, 0.66% hits; activation, % at 7.6 µM;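 active = activation above a run cutoff, the mean activation of all tested compounds plus 3 SD, cut at about 14% in these data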;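 also: 0% = plate median of compound wells and 100% = 30 µM serotonin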
# MC4R ag barr = activates human MC4R beta-arrestin recruitment; P32245; AID 540308; activation, % at 8.9 µM; 360,000 compounds, 0.98% hits; U2OS MC4R beta-arrestin complementation, luminescence; percent of melanotan II response, DMSO zero;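 active = activation above a per-plate cutoff, the mean activation of sample wells on that plate plus 3 SD, cut at about 8% in these data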
# ABCB6 inh MLPCN = inhibitors of human ABC transporter ABCB6 | fluorescence ratio to DMSO, % at 10 µM | K562-ABCB6 porphyrin accumulation, flow cytometry, 1 h; stronger effect = lower value | 360,000 compounds, 0.19% hits | Q9NP58;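 active = fluorescence ratio to DMSO below 75%, the collection mean minus 3 SD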;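 also: signal is porphyrin accumulated inside mitochondria; 100% equals median channel fluorescence of DMSO control wells; lower ratio means ABCB6 inhibition with less porphyrin fluorescence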
# NCOA2 inhibitor = inhibits human steroid receptor coactivator 2 | Q15596 | HEK293 GAL4-SRC2 luciferase reporter, luminescence | inhibition, % at 9 µM | 370,000 compounds, 0.17% hits;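 active = inhibition above the mean inhibition of all tested compounds plus 3 SD, set per campaign, cut at about 52% in these data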;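 also: 0% = DMSO treated cells and 100% = cells given Gossypol at 36 µM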
# Target sequence (Q15596 whole entry, looked up, the tested form may be a part): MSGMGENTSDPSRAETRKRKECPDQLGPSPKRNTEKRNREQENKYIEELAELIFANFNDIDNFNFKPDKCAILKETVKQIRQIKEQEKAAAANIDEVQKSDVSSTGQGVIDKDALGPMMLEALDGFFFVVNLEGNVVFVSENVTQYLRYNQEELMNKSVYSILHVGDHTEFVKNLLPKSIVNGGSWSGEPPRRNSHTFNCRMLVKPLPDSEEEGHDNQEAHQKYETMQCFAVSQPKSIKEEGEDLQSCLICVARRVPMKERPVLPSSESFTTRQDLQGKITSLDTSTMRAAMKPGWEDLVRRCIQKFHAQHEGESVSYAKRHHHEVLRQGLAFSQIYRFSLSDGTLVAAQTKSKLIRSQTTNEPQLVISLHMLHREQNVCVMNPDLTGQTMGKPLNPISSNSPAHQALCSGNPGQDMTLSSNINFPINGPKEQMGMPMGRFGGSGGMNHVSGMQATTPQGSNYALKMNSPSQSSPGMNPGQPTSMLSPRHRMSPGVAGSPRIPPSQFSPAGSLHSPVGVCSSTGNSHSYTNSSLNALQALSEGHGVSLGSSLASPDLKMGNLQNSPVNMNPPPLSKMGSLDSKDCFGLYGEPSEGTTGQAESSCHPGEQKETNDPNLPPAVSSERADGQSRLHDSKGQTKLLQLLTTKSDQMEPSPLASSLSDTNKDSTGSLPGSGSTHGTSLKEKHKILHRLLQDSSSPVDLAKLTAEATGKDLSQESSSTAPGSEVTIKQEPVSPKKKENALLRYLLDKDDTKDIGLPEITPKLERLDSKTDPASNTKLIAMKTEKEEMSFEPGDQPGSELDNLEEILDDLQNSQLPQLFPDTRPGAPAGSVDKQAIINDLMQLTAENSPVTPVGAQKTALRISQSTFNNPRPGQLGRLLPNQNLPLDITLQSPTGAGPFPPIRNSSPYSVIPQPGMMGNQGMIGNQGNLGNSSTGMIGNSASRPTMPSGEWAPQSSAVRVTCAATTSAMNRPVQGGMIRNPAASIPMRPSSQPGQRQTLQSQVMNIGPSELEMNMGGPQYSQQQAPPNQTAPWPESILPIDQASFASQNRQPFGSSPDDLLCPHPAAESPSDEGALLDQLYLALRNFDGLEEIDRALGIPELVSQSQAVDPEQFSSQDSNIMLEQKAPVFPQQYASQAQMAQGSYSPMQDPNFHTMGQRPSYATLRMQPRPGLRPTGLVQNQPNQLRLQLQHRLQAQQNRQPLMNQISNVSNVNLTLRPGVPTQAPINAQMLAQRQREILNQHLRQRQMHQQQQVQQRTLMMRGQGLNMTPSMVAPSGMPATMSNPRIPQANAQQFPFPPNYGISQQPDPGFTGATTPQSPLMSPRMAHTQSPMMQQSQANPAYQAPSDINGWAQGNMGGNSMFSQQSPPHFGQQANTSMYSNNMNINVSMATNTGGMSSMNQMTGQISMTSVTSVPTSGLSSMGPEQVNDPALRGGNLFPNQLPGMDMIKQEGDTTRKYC
# ABHD5-PLIN5 inh = ABHD5-PLIN5 protein interaction inhibition. Q00G26+Q8WTS1. Split G. princeps luciferase complementation, luminescence, 4 h. inhibition, % at 4 µM. 360,000 compounds, 0.78% hits. AID 602281;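 active = inhibition above the mean inhibition across every tested compound plus 3 SD, cut at about 22% in these data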;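 also: 0% = DMSO only wells and the 100% control is not disclosed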
# Cardio protect = modulators protecting cardiomyocytes from myocardial damage; protection from H2O2 cell death, % at 20 µM; H9c2 cardiomyocytes, H2O2 injury protection, ATPLite, 2 h; 360,000 compounds, 0.63% hits;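 active = compounds giving at least 50% protection of heart cells from peroxide-induced death in the single-dose screen, raw or plate-pattern-corrected value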;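 also: 0% = DMSO wells with peroxide and 100% = DMSO wells without peroxide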
# NOD2-RIPK2 inh = inhibitors of human NOD2-RIPK2 interaction | 360,000 compounds, 0.38% hits | inhibition, % at 4.98 µM | O43353 | CHO BLA complementation NOD2-RIPK2, CCF4 ratio; in the data active = inhibition above about 21%;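 also: 0% = vehicle only and 100% = reference blocker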
# MC4R antagonist = blocks human MC4R cAMP signaling. inhibition, % at 6.5 µM. 360,000 compounds, 0.48% hits. P32245. MC4R-expressing cells, MTII-stimulated cAMP, LANCE TR-FRET;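 active = inhibition above its plate's cutoff, the mean of tested wells on that plate plus 3 SD, cut at about 29% in these data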;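 also: 0% = Melanotan II alone and 100% = Melanotan II plus saturating MCL0020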
#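 System: U2OS cells stably expressing human melanocortin 4 receptor (MC4R). Reagent: Melanotan II challenge after compound preincubation. Doses: 6.5 µM. Times: 30-min compound, 1-h challenge, 1-h detection, room temperature. Measured by: TR-FRET with Eu-cAMP and labeled anti-cAMP, 671 nm. Replicates: singlicate.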
# TLR9-MyD88 block = inhibitors of human TLR9-MyD88 binding; Q9NR96+Q99836; CHO BLA complementation TLR9-MyD88, CCF4 FRET ratio; inhibition, % at 4.98 µM; 340,000 compounds, 0.21% hits;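 active = inhibition above the mean over all tested compounds plus 3 SD, cut at about 21% in these data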;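 also: 0% = DMSO only wells and 100% = clavulanate BLA inhibitor control wells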
# Glyco luc inh = blocks N-linked glycosylation in D54 reporter cells | 360,000 compounds, 0.23% hits | D54 ERlucT glycosylation luciferase reporter, 24 h; percent of 100 nM tunicamycin response | reporter increase, % at 12.5 µM;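 active = mean luciferase reporter signal, scaled so untreated is 0 and the glycosylation-blocking control 100, at or above a set limit in every replicate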;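 also: luciferase carries N-glycosylation sites so blocking glycosylation raises the light; 0% = median of neutral control wells and 100% = median of 100 nM tunicamycin wells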
# Numbers without * were called inactive; . = not tested or not shown. Only part of the results is shown; the hit share may differ from the screen's.
SMILES,MC4R antagonist,NCOA2 inhibitor,TLR9-MyD88 block,MC4R ag barr,NOD2-RIPK2 inh,Cardio protect,Glyco luc inh,ABCB6 inh MLPCN,m5-HT2A agonist,ABHD5-PLIN5 inh
CCn1c(=O)cc(SCC(=O)N2CCN(c3ccccc3OC)CC2)c2ccccc21,2,-21,-7,-0.5,6,20,7,92,-2,4
COc1ccc(C(=O)OCC(=O)c2ccc(C)c(S(=O)(=O)N3CCOCC3)c2)cc1OC,-3,-17,-19,-3.1,-4,-12,2,93,0,-5
O=C(N/N=C/c1cc([N+](=O)[O-])ccc1N1CCNCC1)c1ccc([N+](=O)[O-])cc1,10,3,-12,-0.2,2,-2,-14,145,-5,12
O=c1c[n+]([O-])c2ccccc2n1OCc1c(F)cccc1F,6,7,4,-0.3,-6,17,-1,158,4,4
CCN1C(=O)[C@H]2[C@@H](c3ccc(-c4ccc(F)cc4)c(OC)c3)N[C@@](C)(C(=O)OC)[C@H]2C1=O,9,5,-10,-0.1,-2,-7,0,105,-1,-14
CN(CC(=O)Nc1cc(S(=O)(=O)N2CCCC2)ccc1Cl)Cc1cccs1,10,18,-1,-2.7,5,-17,-7,87,5,5
CN(Cc1ccc2nonc2c1)Cc1nc(Cc2cccc(F)c2)no1,-2,-4,6,-1.3,-6,-6,-1,99,1,1
O=C(COc1cccc(Cl)c1)N/N=C\c1cc2ccccc2nc1Cl,5,-11,-2,9.0*,-8,-5,-2,95,-1,-1
CCCOP(=O)(c1ccc(N(C)C)cc1)C(O)c1cc(OC)c(OC)c(OC)c1 (stereo not given),4,10,-3,-1.9,11,1,3,94,5,-2
CC(CNC(=O)CCc1nnc2ccc(N3CCC4(CC3)OCCO4)nn12)c1ccccc1 (stereo not given),-2,-4,1,-1.1,1,7,1,101,2,1
CCC(/C=N/NC(=O)C(=O)N/N=C/C(CC)CC)CC,2,-26,11,-0.3,-8,2,0,97,-2,-1
O=c1cc(NCCc2ccccc2)c2ccccc2o1,-12,-9,0,-1.7,0,-11,-4,96,-4,-2
O=C1NC[C@@H](CCCCN2C[C@H](Cc3ccc(O)cc3)N(CCC3CCCCC3)C(=O)C2=O)N(CCC2CCCCC2)C1=O,.,11,.,.,-20,.,.,92,0,4
O=C1OC(N2C(=O)CC[C@H]2C(=O)Nc2ccc3c(c2)OCO3)c2ccccc21 (stereo not given in full),4,-39,-6,-0.6,-2,4,-3,102,4,0
O=C(NCc1ccc2c(c1)OCO2)c1nc(Cn2cc([N+](=O)[O-])cn2)no1,2,6,3,1.8,-16,1,0,96,-3,-7
Cc1ccccc1CC(=O)Nc1ccc(S(=O)(=O)N2CCN(C)CC2)cc1,-4,-17,-6,-0.8,-1,-2,-1,96,-3,5
CN1CCN(C(=S)c2ccc(-c3cc(Cl)ccc3Cl)o2)CC1,3,7,1,2.1,-16,-4,-1,102,-8,2
O=C(NC(C(=O)N/N=C/c1ccccn1)c1n[nH]c(=O)c2ccccc12)c1ccccc1 (stereo not given),1,-19,3,0.0,-2,13,1,100,2,4
CCOC(=O)C(=Nc1ccc(Cl)cc1)NO,8,17,4,-1.5,1,-3,1,105,5,2
CC1=C(C(=O)N(C(C)C)C(C)C)CC(CC(=O)NCCN2CCOCC2)C(=O)N1Cc1ccccc1 (stereo not given),16,11,-3,1.5,9,8,0,101,0,4
O=[N+]([O-])c1ccc(Sc2nnnn2-c2ccccc2)c(Cl)c1,12,24,-7,2.3,-5,4,-1,99,1,7
Cc1cc(-c2ccc(S(=O)(=O)N3CCCCC3)s2)on1,-3,-12,-10,-3.6,-1,-4,-2,95,-3,1
COc1ccc(CC(=O)NCc2nn(-c3ccccc3)nc2C)cc1OC,13,-21,-4,2.2,-5,6,1,97,3,-5
O=C(CN1CCN(S(=O)(=O)c2cccc(F)c2)CC1)Nc1ccnn1C1CCCC1,-5,-27,-4,-1.8,3,-1,0,102,-6,-5
O=C(O)C1CN(C(=O)c2cccc(Br)c2)C1,1,2,-2,-3.6,-9,-5,2,95,2,1
Clc1ccc(N2CCN(c3nc4nonc4nc3N3CCSCC3)CC2)nc1,9,-16,0,-1.2,-10,0,-1,103,1,-1
COc1ccc2nc(NC(=O)C(NS(=O)(=O)c3cccc4nsnc34)C(C)C)sc2c1 (stereo not given),14,2,-5,-2.8,-3,17,12,90,-4,1
CCSC1=NCCN1S(=O)(=O)c1ccc2ccccc2c1,1,6,7,0.0,-2,-2,-1,98,-1,-5
Cc1c(Cl)cccc1NC(=O)CNC(=O)CCS(=O)(=O)c1ccc(F)cc1,5,6,-15,-2.5,0,1,2,95,-14,-7
COc1cc(-c2n[nH]c(=S)n2/N=C/c2cccn2C)cc(OC)c1OC,-3,18,1,-1.2,-6,0,6,103,5,-6
c1ccc(-c2nn3nnnc3c3ccccc23)cc1,1,-14,2,-3.4,-12,2,-1,112,-2,-3
O=C(C[C@H]1C/C=C\CC[C@H](Cc2ccc(F)cc2)C(=O)OC[C@H]2CCCN2C1=O)N[C@@H](CO)Cc1ccccc1,-2,2,-9,2.1,5,4,0,93,0,14
Cc1ccc(S(=O)(=O)CC(=O)c2cc(C)c(O)c(C)c2)cc1,14,-8,1,-1.6,-1,4,0,107,-1,-1
CCCc1nnc(NC(=O)CCC(=O)NC2CCCCCC2)s1,3,-3,3,-2.6,3,19,0,102,11,-9
O=C(NCCc1ccc(Cl)cc1)C1CCN(S(=O)(=O)c2ccc(-n3cnnn3)cc2)CC1,4,20,-4,-1.7,0,0,-4,93,-3,3
CN1C(=O)N(CC(=O)Nc2ccc(C(F)(F)F)cc2)C(=O)C12CCCCC2,2,-12,2,-2.4,4,-6,5,97,-2,-7
Cc1nc(N/N=C/c2ccccc2)nc(N(C)c2ccccc2)c1[N+](=O)[O-],4,-3,-2,10*,6,-2,1,96,0,-5
CC(C)[C@H](NC(=O)C1CCN(S(=O)(=O)c2ccccc2)CC1)C(=O)NCc1ccc(F)cc1,0,-4,-2,-2.3,-3,-2,-2,94,6,0
O=C(NCCN1CCOCC1)c1ccc(/C=C2\Sc3ccccc3N(Cc3ccc(F)cc3)C2=O)cc1,6,-3,-18,6.4,-8,24,-4,97,-5,5
CCOC(=O)[C@H]1[C@H]2COc3ccccc3[C@@H]2N2C(=O)c3cc(Cl)ccc3NC(=O)[C@@]12C,4,-8,-8,1.2,10,2,-1,86,2,-7
Cc1cccc(C)c1NC(=O)CNC(=O)COC(=O)c1ccc(Cl)s1,9,20,-12,0.4,-5,-9,1,100,-3,1
O=C(Nc1ccc2c(c1)OCCO2)c1ccc(Cl)c(S(=O)(=O)N2CCCCC2)c1,-2,16,2,0.0,-8,-1,-11,94,2,-5
O=C(COc1ccc([N+](=O)[O-])cc1Cl)N(C1CCCCC1)C1CCS(=O)(=O)C1 (stereo not given),9,-2,-1,-2.5,3,5,-2,97,5,9
COc1cc(NC(=O)c2cc(-c3cccs3)on2)cc(OC)c1OC,-15,-14,-5,0.1,-6,17,19,104,-3,5
COC(=O)[C@]1(S(=O)(=O)c2ccccc2)C[C@@H]2ON=C(c3ccc(OC)cc3)[C@@H]2C1,2,-3,4,-2.0,-4,-2,-1,98,2,-5
COc1cccc(C(NC(C)=O)c2nc(-c3cccc(C(=O)O)c3)cs2)c1 (stereo not given),22,-15,.,-0.9,-12,-5,-1,101,-1,-7
Cc1c(NC(=S)NC(=O)c2ccc(COc3ccccc3)cc2)cccc1C(=O)O,8,-25,-12,-3.6,-8,-5,3,100,-3,-6
N#C/C(=N\O)c1nc2ccccc2s1,8,-44,1,-1.6,3,3,-1,105,-3,-1
CCCOc1ccc(-c2nnc(-c3ccncc3)o2)cc1,-6,-51,-7,-1.8,3,-8,-5,99,-2,-2
O=C(CSc1n[nH]c(-c2ccccc2)n1)Nc1ccc(Br)cn1,4,-7,-3,1.6,-4,-7,1,99,-4,-5
COc1ccc(N2CCN(C(=S)Nc3ccc(C)cc3C)CC2)cc1,3,-7,6,3.0,-7,5,-3,100,7,8
O=C(NCc1ccc(Cl)cc1Cl)Nc1ccccc1,7,-29,-6,0.8,-2,-13,-6,100,2,-2
CCO/C(C)=N/n1c2nc3ccccc3nc2c2c(=O)n(CC(C)C)c(C)nc21,3,-6,4,-1.4,1,10,1,112,1,0
COC(=O)[C@H](Cc1ccccc1)NC(=O)c1cc(COc2c(F)cccc2F)on1,15,-27,2,0.7,1,-5,2,106,5,-9
Cc1ccccc1S(=O)(=O)NC(=O)C1(C)CCN1C(=O)C1(c2ccccc2)CC1 (stereo not given),-3,8,.,2.4,11,-2,0,102,8,-3
O=C(COC(=O)c1ccccc1O)NCC1COc2ccccc2O1 (stereo not given),3,4,-7,-0.6,1,-7,-2,97,-3,3
O=S1(=O)NC(=NCc2ccccc2)c2ccccc21,0,-17,-2,0.3,-8,-7,0,101,-5,1
COc1cc(OC)cc(-c2cc3cc(F)ccc3cn2)c1,-5,-67,-6,-0.6,1,-15,-3,104,0,7
O=C(Nc1ccc2c(c1)OCCO2)C1CCN(S(=O)(=O)c2ccc3c(c2)OCCO3)CC1,5,-28,-6,-1.5,-9,-2,-1,104,-2,-4
O=C(O)c1cccc(NCc2cccnc2)c1,0,-41,-6,-1.8,-1,9,-1,96,4,6

# New compounds follow.
SMILES,MC4R antagonist,NCOA2 inhibitor,TLR9-MyD88 block,MC4R ag barr,NOD2-RIPK2 inh,Cardio protect,Glyco luc inh,ABCB6 inh MLPCN,m5-HT2A agonist,ABHD5-PLIN5 inh
CC(C)C[C@@H](CN1CCC[C@H]1CN1C(=O)C(=O)NC[C@@H]1Cc1ccccc1)N1C[C@H](Cc2ccccc2)N(CC2CCCCCC2)C(=O)C1=O,.,18,.,.,0,.,.,100,-4,9
COc1ccc(CC(=O)NNS(=O)(=O)c2ccc([N+](=O)[O-])cc2)cc1OC,2,-12,-2,-1.4,0,5,2,92,-2,3
O=C(/C(=C/O)N=Nc1cccc(C(F)(F)F)c1)c1ccccc1,-5,-29,5,0.3,11,-6,1,93,0,3
O=C(N/N=C/c1ccc([N+](=O)[O-])o1)c1cn2ccc3ccccc3c2n1,8,-17,-3,-0.5,-6,6,3,132,2,2
O=C(O)C1CC(=O)N(c2ccc(F)c(F)c2)C1 (stereo not given),-14,-27,5,2.1,-10,7,2,82,1,7
C/C(=N\NC(=O)c1c[nH]c2ccccc12)c1ccc2c(c1)OCO2,-1,-41,4,-2.6,-9,-3,0,100,-5,3
CCOC(=O)c1c(NC(=O)C2CC2)sc(C)c1CC,4,-19,-2,-1.2,2,-10,1,103,2,-6
Cc1cc(C)n(CCNc2nc3nonc3nc2N2CCCCC2)n1,5,-17,-2,-2.6,-10,-1,1,100,3,0
